IMP-1 inh: blocks Pseudomonas aeruginosa IMP-1 metallo-beta-lactamase; purified IMP-1, nitrocefin hydrolysis, epi-absorbance fluorescence; inhibition, % at 5.6 µM; 290,000 compounds, 0.45% hits;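 active = inhibition above the mean plus 3 SD of all compounds in the same screening run, cut at about 4.5% in these data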;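 note: 0% = IMP-1 with DMSO and 100% = DMSO wells lacking enzyme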
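assay system = purified recombinant IMP-1 metallo-beta-lactamase enzyme | schedule = 15 min preincubation plus 25 min reaction at 25 °C | signal = Epi-absorbance fluorescence, 480 nm excitation, 530 nm emission | read-out basis = percent inhibition from optical density relative to buffer-blank wells | controls = IMP-1 with DMSO as 0%, enzyme-free DMSO as 100%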
NALP1 inh: NALP1 inhibition; 280,000 compounds, 0.61% hits; inhibition, % at 10 µM; AID 2071; S. cerevisiae NALP1/ASC/caspase-1 growth, X-gal OD620, 72 h; in the data active = inhibition mostly above about 24%, no sharp cut-off; inactive = mostly below about 32%; note: some compounds called inactive have numbers as strong as hits
VIM-2 inh: blocks Pseudomonas aeruginosa VIM-2 metallo-beta-lactamase; purified VIM-2, nitrocefin hydrolysis, epi-absorbance fluorescence; inhibition, % at 5.6 µM; 290,000 compounds, 0.89% hits; AID 1527;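 active = inhibition above the mean of all tested compounds plus 3 SD, cutoff set per screening run, cut at about 7.5% in these data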;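 note: red hydrolysis product quenches plate fluorescence so inhibitors raise well fluorescence; 0% = enzyme with DMSO and 100% = DMSO without enzyme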
M18AAP inhibitor: blocks P. falciparum M18 aspartyl aminopeptidase. inhibition, % at 7.35 µM. recombinant PfM18AAP, H-Glu-NHMec fluorogenic cleavage. 290,000 compounds, 1.2% hits;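 active = inhibition above the campaign mean inhibition over all tested compounds plus 3 SD, cut at about 28% in these data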;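 note: 0% = plate median of test compound wells and 100% = 2 mM ZnCl2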
IDE cell inh: cellular human IDE inhibition. P14735. HEK cells, FAbetaB cleavage, fluorescence polarization. inhibition, % at 5.59 µM. 320,000 compounds, 0.41% hits. AID 434962;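 active = percent inhibition above the average of all tested compounds plus 3 SD, set per screening campaign, cut at about 16% in these data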;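 note: IDE supplied by intact live HEK cells; FP after avidin binding of uncleaved biotin substrate so inhibition keeps polarization high; 0% = DMSO wells and 100% = 60 µM reference IDE inhibitor Ii1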
p-CIP stab down: p/CIP protein destabilization; F442A p/CIP-EGFP cells, EGFP fluorescence, 16 h; 290,000 compounds, 0.01% hits; decrease of EGFP signal, % at 10 µM; Q05BA5;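 active = EGFP signal decrease of at least 30% at 10 µM or well 3 SD below plate mean, unless failing retest; inactive = the rest, including hits failing retest or dose response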; note: some compounds called inactive have numbers as strong as hits; many of its hits are not listed in these tables
Target sequence (Q05BA5 1-1403): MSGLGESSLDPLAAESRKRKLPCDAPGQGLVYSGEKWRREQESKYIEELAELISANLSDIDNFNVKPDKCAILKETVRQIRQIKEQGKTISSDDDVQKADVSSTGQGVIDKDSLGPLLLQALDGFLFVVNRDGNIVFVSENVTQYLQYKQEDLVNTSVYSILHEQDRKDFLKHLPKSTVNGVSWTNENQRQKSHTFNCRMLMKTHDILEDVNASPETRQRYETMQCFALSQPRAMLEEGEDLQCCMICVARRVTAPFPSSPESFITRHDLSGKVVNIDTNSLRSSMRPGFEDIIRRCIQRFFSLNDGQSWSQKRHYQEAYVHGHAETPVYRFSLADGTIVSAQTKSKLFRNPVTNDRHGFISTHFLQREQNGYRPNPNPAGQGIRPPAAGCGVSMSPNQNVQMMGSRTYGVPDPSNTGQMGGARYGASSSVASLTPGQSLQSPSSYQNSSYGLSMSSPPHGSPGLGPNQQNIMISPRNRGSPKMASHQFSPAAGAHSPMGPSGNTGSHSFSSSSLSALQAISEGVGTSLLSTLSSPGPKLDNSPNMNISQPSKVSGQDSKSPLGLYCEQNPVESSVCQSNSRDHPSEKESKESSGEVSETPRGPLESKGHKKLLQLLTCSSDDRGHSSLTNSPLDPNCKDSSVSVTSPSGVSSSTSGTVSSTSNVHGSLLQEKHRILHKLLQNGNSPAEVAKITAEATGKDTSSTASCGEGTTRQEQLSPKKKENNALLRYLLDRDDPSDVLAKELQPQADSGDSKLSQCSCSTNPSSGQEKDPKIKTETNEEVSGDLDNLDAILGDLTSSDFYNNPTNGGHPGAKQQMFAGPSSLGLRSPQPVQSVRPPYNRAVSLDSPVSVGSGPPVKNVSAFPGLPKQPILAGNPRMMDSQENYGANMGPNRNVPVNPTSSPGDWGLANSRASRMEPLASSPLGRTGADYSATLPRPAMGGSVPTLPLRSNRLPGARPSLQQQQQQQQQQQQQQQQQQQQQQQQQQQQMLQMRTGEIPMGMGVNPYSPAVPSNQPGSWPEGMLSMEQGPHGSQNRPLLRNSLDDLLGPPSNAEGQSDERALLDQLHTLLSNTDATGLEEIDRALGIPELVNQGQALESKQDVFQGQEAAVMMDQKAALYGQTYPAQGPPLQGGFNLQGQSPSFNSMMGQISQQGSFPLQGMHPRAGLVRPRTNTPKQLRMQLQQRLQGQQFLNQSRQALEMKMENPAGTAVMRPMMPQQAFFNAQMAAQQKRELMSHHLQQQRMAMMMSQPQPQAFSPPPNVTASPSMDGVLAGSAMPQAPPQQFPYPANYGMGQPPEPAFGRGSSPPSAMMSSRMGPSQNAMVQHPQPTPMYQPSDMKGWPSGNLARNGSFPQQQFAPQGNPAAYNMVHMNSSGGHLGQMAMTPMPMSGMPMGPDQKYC
GPR7 antagonist: human neuropeptides B/W receptor 1 antagonism. P48145. GPR7-expressing cells, fluorescence antagonist assay. inhibition, % at 4.4 µM. 290,000 compounds, 1.1% hits. AID 1861; in the data active = inhibition above about 16%, passing the limit was not always enough;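 note: cells stimulated with the agonist NPW; 0% = agonist with vehicle and 100% = vehicle without agonist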
IDE act: boosts human insulin-degrading enzyme activity in HEK cells; FAbeta-B cleavage, fluorescence polarization; 0% vehicle, 100% cell-free pure enzyme wells; AID 493087; activation, % at 5.96 µM; P14735; 340,000 compounds, 0.073% hits;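 active = activation above the mean of all tested compounds plus 3 SD, set per screening campaign, cut at about 17% in these data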
PHOSPHO1 block: inhibitors of human PHOSPHO1 phosphatase; Q8TCT1; recombinant PHOSPHO1, absorbance phosphatase assay; inhibition, % at 13.3 µM; 290,000 compounds, 1.1% hits; AID 1565; in the data active = inhibition above about 60%
* = called active by the depositor; x = no result given.

The opening 14 entries, ahead of the listing:
SMILES	IMP-1 inh	NALP1 inh	VIM-2 inh	M18AAP inhibitor	IDE cell inh	p-CIP stab down	GPR7 antagonist	IDE act	PHOSPHO1 block
COc1ccc(N(CC(=O)N/N=C/c2ccc(OC3CSC3)cc2)S(=O)(=O)c2ccccc2)cc1	-4.6	21	-4.2	-3	-5	-2	-11	8	-39
CCOC(=O)c1ccc(NC(=O)CSc2nc3c(c(=O)n2CC)SC(C)C3)cc1 (stereo unspecified)	-1.1	x	-1.8	-3	2	-9	-2	4	13
CCOc1cc(CN2CCOCC2)cc(C(C)=O)c1	-2.4	14	0.5	-3	2	-8	-10	0	27
Cc1ccc(SCC(=O)NCCN2C(=O)CSC2=O)c(C)c1	-1.9	2	-1.2	0	-8	4	2	2	-1
CCOc1ccccc1NC(=O)N1CCC(NC(=O)C2CCCCC2)CC1	2.0	16	0.1	1	x	-7	6	-1	14
Cn1c(SCC(=O)c2ccccc2)nnc1-c1cccc(N)c1	0.9	-2	-2.6	5	7	2	-1	3	31
Cc1nc(SCC(O)CO)c([N+](=O)[O-])[nH]1 (stereo unspecified)	-4.7	7	0.1	0	4	-1	-8	4	8
COc1cc(C(=O)N2CCN(C(=O)CC(C)C)CC2)cc(OC)c1OC	-2.3	31	-3.0	0	3	-8	-15	4	4
O=C(NC1CCOc2ccccc21)c1ccccn1 (stereo unspecified)	-2.2	14	-1.0	-3	-7	-7	-8	-2	30
C=CCn1c(SCC(=O)Nc2cc(C)on2)nc2sc3c(c2c1=O)CCCC3	-1.3	2	0.2	-4	0	-4	-3	1	-1
Cc1ccc(Nc2nc(N)nc(CN3CCN(Cc4ccc5c(c4)OCO5)CC3)n2)cc1Cl	-4.3	19	-2.5	-6	-2	-18	-5	3	20
COc1ccc(CN2CCC(C(N)=O)CC2)cc1OCc1ccccc1	2.2	11	2.9	-2	-2	-3	-1	3	39
COc1ccc(C2C/C(=N\O)C(C)(C)O2)cc1 (stereo unspecified)	-1.2	22	1.6	-7	1	3	-5	0	-8
Cc1ccc(-n2c(N)c(-c3nc4ccccc4n3C)sc2=S)cc1	-2.6	-6	-1.7	-40	-2	-12	-1	-2	69*

The list itself, from the first entry:
SMILES	IMP-1 inh	NALP1 inh	VIM-2 inh	M18AAP inhibitor	IDE cell inh	p-CIP stab down	GPR7 antagonist	IDE act	PHOSPHO1 block
COc1ccc(N(CC(=O)N/N=C/c2ccc(OC3CSC3)cc2)S(=O)(=O)c2ccccc2)cc1	-4.6	21	-4.2	-3	-5	-2	-11	8	-39
CCOC(=O)c1ccc(NC(=O)CSc2nc3c(c(=O)n2CC)SC(C)C3)cc1 (stereo unspecified)	-1.1	x	-1.8	-3	2	-9	-2	4	13
CCOc1cc(CN2CCOCC2)cc(C(C)=O)c1	-2.4	14	0.5	-3	2	-8	-10	0	27
Cc1ccc(SCC(=O)NCCN2C(=O)CSC2=O)c(C)c1	-1.9	2	-1.2	0	-8	4	2	2	-1
CCOc1ccccc1NC(=O)N1CCC(NC(=O)C2CCCCC2)CC1	2.0	16	0.1	1	x	-7	6	-1	14
Cn1c(SCC(=O)c2ccccc2)nnc1-c1cccc(N)c1	0.9	-2	-2.6	5	7	2	-1	3	31
Cc1nc(SCC(O)CO)c([N+](=O)[O-])[nH]1 (stereo unspecified)	-4.7	7	0.1	0	4	-1	-8	4	8
COc1cc(C(=O)N2CCN(C(=O)CC(C)C)CC2)cc(OC)c1OC	-2.3	31	-3.0	0	3	-8	-15	4	4
O=C(NC1CCOc2ccccc21)c1ccccn1 (stereo unspecified)	-2.2	14	-1.0	-3	-7	-7	-8	-2	30
C=CCn1c(SCC(=O)Nc2cc(C)on2)nc2sc3c(c2c1=O)CCCC3	-1.3	2	0.2	-4	0	-4	-3	1	-1
Cc1ccc(Nc2nc(N)nc(CN3CCN(Cc4ccc5c(c4)OCO5)CC3)n2)cc1Cl	-4.3	19	-2.5	-6	-2	-18	-5	3	20
COc1ccc(CN2CCC(C(N)=O)CC2)cc1OCc1ccccc1	2.2	11	2.9	-2	-2	-3	-1	3	39
COc1ccc(C2C/C(=N\O)C(C)(C)O2)cc1 (stereo unspecified)	-1.2	22	1.6	-7	1	3	-5	0	-8
Cc1ccc(-n2c(N)c(-c3nc4ccccc4n3C)sc2=S)cc1	-2.6	-6	-1.7	-40	-2	-12	-1	-2	69*
CCC1=NN(C(=O)c2cccnc2)C(O)(C(F)(F)F)C1 (stereo unspecified)	-2.7	2	-6.7	6	-1	-20	-5	-3	-9
Cc1c(NC(=O)C(C)OC(=O)c2ccc(Br)o2)c(=O)n(-c2ccccc2)n1C (stereo unspecified)	-2.5	16	0.4	-4	1	-5	-7	0	6
OCCCCCNc1ncnc2ccccc12	-0.4	-85	-2.1	-11	-1	-11	-4	5	2
COc1cc(NC(=O)c2ccc(C)c([N+](=O)[O-])c2)ccc1NC(=O)c1ccco1	-3.2	5	-1.0	-6	1	-1	10	x	-19
CCC(c1nnc(SCC(=O)N2CC3(C)CC2CC(C)(C)C3)o1)N(C)C (stereo unspecified)	-4.4	15	-1.9	2	3	-13	-17	7	-2
COC(=O)c1sccc1NC(=O)c1c(-c2ccccc2)noc1C	-0.3	9	-3.7	-7	0	-16	-1	-4	6
CC(=O)n1c2ccccc2c2c1c1ccccc1n2C	-1.8	23	0.1	-4	-2	14	-9	-4	18
O=C(c1ccc2ccccc2c1)C1CCCN(C(=O)CN2C(=O)CSC2=O)C1 (stereo unspecified)	-0.2	5	-0.1	-2	9	-3	-1	5	37
COc1ccccc1CNC(=O)C1CCCN(c2cnccn2)C1 (stereo unspecified)	-1.8	-1	-2.3	9	3	-4	-10	0	-4
Fc1ccccc1Nc1ncnc2c1nnn2Cc1ccccc1	-3.0	7	-1.9	0	5	-6	34	-3	29
Cc1ccc(C)c(NC(=O)C2CCCN(S(=O)(=O)c3c(C)noc3/C=C/N(C)C)C2)c1 (stereo unspecified)	0.4	4	-0.1	-6	5	-6	-16	4	-35
COc1ccc(-c2cc(-c3ccccc3)n[nH]2)c(O)c1	-2.0	7	-3.8	0	-2	16	-15	-1	-10
COc1ccc(S(=O)(=O)Cc2ccc(C(=O)NCc3ccco3)o2)cc1	-3.3	-14	-0.6	-5	0	-3	-1	4	-7
Cc1cc(NC(=O)CNC(=O)C2CCCCC2)no1	-5.1	34	-3.0	-27	-4	-2	-9	3	-6
COC(=O)c1[nH]c2ccccc2c1NC(=O)C(C)N1CCN(C(=O)c2ccco2)CC1 (stereo unspecified)	-2.7	-14	-0.7	1	3	-9	17	11	72*
CCCCN1C(=S)SC(C)(C)C1/[N+]([O-])=C/c1ccc(S(=O)(=O)NC)cc1 (stereo unspecified)	-1.2	-5	1.4	-1	0	12	6	1	18
Cc1noc2ncc(C(=O)c3cc(F)ccc3O)cc12	-2.5	48	-2.9	4	2	1	-5	2	19
CN=C1SC(CC(=O)Nc2c(C)cccc2C)C(=O)N1/N=C/c1cccs1 (stereo unspecified)	-2.1	20	-2.5	-4	0	-1	-5	5	9
CSc1nc(Oc2ccc(=O)[nH]n2)nc(N(C)C)n1	-2.6	13	-3.4	3	-5	4	-19	1	32
O=C(CSc1ncn[nH]1)N1N=C(c2ccc(Cl)cc2)CC1c1ccco1 (stereo unspecified)	-0.5	9	13*	42*	5	13	-1	-3	-28
Cc1ccc(N/C=C/C(=O)c2ccco2)c(O)c1	-2.6	x	-3.2	21	-10	3	-10	-2	3
Cc1cccc(N2CCN(C(=O)c3cccc(N4C(=O)C5C6C=CC(C6)C5C4=O)c3)CC2)c1C (stereo unspecified)	-2.9	1	-4.3	-2	44*	-10	-8	-35	22
CC(=O)Nc1cccc(/C(C)=N/NS(=O)(=O)c2ccccc2)c1	-2.5	-14	-2.1	3	0	-2	-14	x	20
N/C(=N\OC(=O)c1cccc2ccccc12)c1ccncc1	-1.6	0	-1.4	-1	7	-4	-15	-5	20
CCC(=O)N1CCN(c2ccc(NC(=O)c3ccc(C#N)cc3F)cc2Cl)CC1	-1.7	3	-1.4	-7	-6	-2	-12	0	34
COc1ccc(C(=O)OCC(=O)N(C)C2CCS(=O)(=O)C2)cc1S(=O)(=O)N1CCCc2ccccc21 (stereo unspecified)	-1.8	-15	-0.6	0	2	2	-7	2	44
O=C1COc2ccc(C(=O)CSc3nnc(Cc4cccs4)n3-c3ccccc3)cc2N1	-1.1	-7	2.1	-2	4	6	10	4	33
O=C(N/N=C/c1ccc(Cl)cc1)c1sccc1OCc1ccc(F)cc1	-0.9	41	-2.2	-14	-12	-1	-6	3	29
FC(F)(F)c1cc(Cl)c2nc(-c3ccccc3)cn2c1	-2.7	0	1.2	-6	-2	1	-4	-2	24
O=C(C(=O)N1CCN(C(=O)c2ccco2)CC1)c1c[nH]c2ccccc12	-2.1	5	-3.0	4	0	-7	-6	-3	-11
CCCCNC(=O)CCn1c(=S)[nH]c2cc3c(cc2c1=O)OCO3	-2.0	1	-0.3	1	0	-5	-1	-1	-79
O=c1[nH]c2ccc(S(=O)(=O)N3CCCC3)cc2[nH]1	-5.6	4	-2.2	-3	-6	1	-14	-1	39
CCC1CCCCN1C1Sc2ccc(C(=O)OC)cc2NC1=O (stereo unspecified)	-3.2	14	-1.8	5	9	-4	2	2	10
Cc1ccc(O)c(NC(=O)c2cccc(S(=O)(=O)N3CCCCC3)c2)c1	-6.3	7	-4.4	-7	3	-11	-5	2	7
COCCn1nnnc1C(c1ccccc1OC)N1CCN(c2ccccc2F)CC1 (stereo unspecified)	-1.5	-6	-2.1	-17	4	9	16	-1	4
C/C(=N/NC(=O)CNC(=O)c1cccs1)c1ccco1	-2.8	4	-2.7	-4	2	-12	-2	-4	20
CC(=O)N1N=C(c2ccc(C)cc2)OC1c1ccc(C(C)C)cc1 (stereo unspecified)	2.7	19	-3.1	-2	3	0	11	1	23
CCCCCCCCCCCCCCCCn1cc[n+](CC(C)=O)c1	-2.3	78*	-3.1	0	x	-12	-5	8	0
CCOc1ccccc1N1CCN(CC(=O)c2c(N)n(C)c(=O)n(C)c2=O)CC1	-1.9	17	-1.2	-10	2	-4	-11	-1	36
Cc1cccc(C)c1N1CCN(c2nc(N(C)C)oc(=O)c2C#N)CC1	-2.2	1	-2.3	6	3	-13	-4	3	33
CCCCOP(=O)(c1ccc(N(C)C)cc1)C(O)c1cccnc1 (stereo unspecified)	-0.2	9	1.4	1	-4	-2	-1	-1	0
Cc1cnc(C(=O)Nc2ccc(S(=O)(=O)NCC(C)C)cc2)cn1	-3.6	5	-0.6	3	3	-10	0	-5	12
Cc1cc(N2CCCC2)nc2ccccc12	-2.6	12	-0.1	-3	1	7	-13	3	45
COc1ccc(C2C(C#N)=C(N)Oc3n[nH]c(C)c32)cc1CSc1ccccn1 (stereo unspecified)	-2.1	-7	-2.7	5	-1	-1	5	5	-3

Source: PubChem
